TNAP inh pNP – human TNAP inhibition, p-nitrophenol detection | P05186 | purified TNAP, pNPP hydrolysis, absorbance 405 nm | inhibition, % at 20 µM | 21,000 tested, under 10 active | AID 615;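 further: 0% = DMSO only wells and 100% = 1 mM levamisole wells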
Target sequence (P05186 whole entry, looked up): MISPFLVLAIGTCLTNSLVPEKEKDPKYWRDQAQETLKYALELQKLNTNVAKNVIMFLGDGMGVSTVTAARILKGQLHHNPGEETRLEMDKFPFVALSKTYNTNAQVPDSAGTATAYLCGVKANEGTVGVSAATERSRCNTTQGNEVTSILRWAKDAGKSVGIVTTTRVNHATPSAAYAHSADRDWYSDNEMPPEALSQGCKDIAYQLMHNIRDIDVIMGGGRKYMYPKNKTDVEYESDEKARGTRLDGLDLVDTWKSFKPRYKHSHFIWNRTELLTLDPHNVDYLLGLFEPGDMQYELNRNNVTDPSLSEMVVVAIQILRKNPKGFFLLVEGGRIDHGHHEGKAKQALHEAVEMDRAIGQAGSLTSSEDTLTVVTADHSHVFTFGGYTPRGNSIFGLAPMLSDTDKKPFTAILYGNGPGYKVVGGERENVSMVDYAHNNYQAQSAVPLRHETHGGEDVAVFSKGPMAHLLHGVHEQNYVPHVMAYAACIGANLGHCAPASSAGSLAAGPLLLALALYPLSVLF
TNAP inh Pi – human TNAP inhibition, phosphate detection; AID 614; P05186; inhibition, % at 20 µM; 21,000 tested, under 10 active; purified TNAP, pNPP, malachite green phosphate absorbance
An asterisk follows results filed as active.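 How the source made its calls: active means inhibition above 50% at the 20 µM single-dose screen; inactive means the rest.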 An excerpt, so the mix of outcomes need not match the whole.

| TNAP inh pNP | TNAP inh Pi | SMILES |
| --- | --- | --- |
| -5 | 4 | CCOC(=O)c1cc(NC(=O)c2cnccn2)cc(C(=O)OCC)c1 |
| -10 | -2 | COc1ccc(C(=O)CN2C(=O)C(C)(C)Oc3ccc(C(=O)N4CCCCCC4)cc32)cc1 |
| -3 | -6 | COc1ccccc1C(OC(=O)c1ccco1)C(=O)NC(C)(C)C (stereo not given) |
| 3 | 6 | Cc1ccn(C(=O)c2ccc(NC(=O)C3CCCCC3)cc2)n1 |
| 7 | -17 | Cc1c(CCC(=O)O)c(=O)oc2cc3occ(-c4ccc(F)cc4)c3cc12 |
| 6 | 10 | CCOC(=O)CCNC(=O)Nc1ccc2nc(C)n(Cc3cccc(Cl)c3)c(=O)c2c1 |
| 7 | 12 | CC1CCc2c(nc3ncnn3c2N2CCN(c3ccccc3)CC2)C1 (stereo not given) |
| 2 | 6 | O=S(=O)(c1ccc(NCC2CCCCC2)nc1)N1CCOCC1 |
| 0 | 5 | c1cncc(Nc2nc(-c3cccnc3)cs2)c1 |
| 0 | 6 | COc1ccc(C2CC(C(F)(F)F)n3ncc(C(=O)Nc4cccc(O)c4)c3N2)cc1OC (stereo not given) |
| 8 | -12 | CC(=O)N(Cc1cccnc1)Cc1cc2ccc(C)cc2[nH]c1=O |
| 0 | 12 | Cc1ccc2cc(CN(CCO)Cc3nnnn3Cc3ccc(F)cc3)c(=O)[nH]c2c1 |

In the list so far, these contain sulfur:
| TNAP inh pNP | TNAP inh Pi | SMILES |
| --- | --- | --- |
| 2 | 6 | O=S(=O)(c1ccc(NCC2CCCCC2)nc1)N1CCOCC1 |
| 0 | 5 | c1cncc(Nc2nc(-c3cccnc3)cs2)c1 |

(continued)
| TNAP inh pNP | TNAP inh Pi | SMILES |
| --- | --- | --- |
| -3 | 3 | COc1cccc(N2C(=O)CC(c3c[nH]c4ccccc34)C2=O)c1 (stereo not given) |
| 2 | 2 | Cc1cc(C(C)(C)C)cc(S(=O)(=O)NCCO)c1C |
| 3 | 12 | COC(=O)CCC(=O)Nc1ccc(Cl)c(Cl)c1 |
| 7 | 8 | CCOC(=O)NC1(NC2CCCCC2)Oc2ccccc2O1 |
| 3 | 9 | CCc1cc(=O)oc2cc(C)cc(OC(=O)c3ccco3)c12 |
| 1 | 5 | Cc1cccc2cc(CN(CC3CCCO3)C(=O)c3ccco3)c(=O)[nH]c12 (stereo not given) |
| 4 | 0 | O=C(OCC(=O)N1CCCc2ccccc21)C1CCN(S(=O)(=O)c2cccs2)CC1 |
| 4 | 6 | COc1cccc(C2=CC(c3ccccc3)n3ncnc3N2)c1 (stereo not given) |
| -2 | 4 | Cc1ccc2c(c1)[nH]c1c(N3CCN(Cc4ccc5c(c4)OCO5)CC3)ncnc12 |
| 4 | 8 | Cc1cccc2cc(COC(=O)C3CCCCC3)c(=O)[nH]c12 |
| 1 | 4 | COc1cc(NC(=O)C2CCCCC2)c(OC)cc1NC(=O)c1ccco1 |
| 2 | 14 | COC(=O)c1ccc(Nc2cc(C)nc3ncnn23)cc1 |
| 5 | 10 | c1ccc(-c2nnc(OCCN3CCOCC3)c3ccccc23)cc1 |
| 2 | 8 | O/N=C/CCn1c(=S)sc2ccccc21 |
| 5 | 7 | CC(=O)C1=C(C)Nc2ncnn2C1c1ccccc1OCc1ccccc1 (stereo not given) |
| -2 | 5 | COc1ccc2c(c1)CCCN2C(N)=O |
| 6 | 2 | c1ccc(-n2cnnc2SCc2cn3ccsc3n2)cc1 |
| 6 | -23 | CN(C)Cc1c(C#N)c2ccccc2n1C |
| 6 | 10 | Cn1c(=O)c2c(nc(CN3CCN(C(=O)c4ccco4)CC3)n2Cc2cccc(Cl)c2)n(C)c1=O |
| -8 | 6 | CN(C)c1ccc(/C=c2\sc3n(c2=O)CCCN=3)cc1 |
| -2 | 4 | CC(C)(Oc1ccc(CCNC(=O)c2ccc(Cl)cc2)cc1)C(=O)O |
| 3 | 9 | COC(=O)C(C)N(C#N)c1nc(C)nc(C)n1 (stereo not given) |
| 2 | 4 | O=c1[nH]nc2n1CCCCC2 |
| -3 | -2 | Cc1nc(C)n(CC(O)COc2ccc3c(c2)CCC3)n1 (stereo not given) |
| -1 | 4 | Cc1cc(NC(NC(=O)c2ccco2)(C(F)(F)F)C(F)(F)F)no1 |
| -2 | 16 | COc1cc(-c2nnc(SCc3ccccc3Cl)o2)cc(OC)c1OC |
| 8 | 18 | O=C(CSc1nnc(-c2ccc(Cl)cc2)o1)N1CCN(c2ccccc2)CC1 |
| 8 | 0 | O=C1NC(c2ccccc2)C(C(=O)c2cccs2)C(O)(C(F)(F)F)N1 (stereo not given) |
| 2 | 10 | O=C(NC1CCCc2ccccc21)C1CCN(c2c3c(nc4ncnn24)CCC3)CC1 (stereo not given) |
| 2 | 5 | COC(=O)c1[nH]c2cc(OC)ccc2c1NC(=O)CCN1CCN(c2cccc(C)c2C)CC1 |
| 7 | -3 | CN1CCN2c3ccccc3Cc3ccccc3C2C1 (stereo not given) |
| 1 | 4 | OC1CN=C2CCCc3c2n(c2ccc(Cl)cc32)C1 (stereo not given) |
| 0 | 0 | CCn1c(SCC(=O)N2CCOCC2)nc2oc3c(Cl)cc(Cl)cc3c(=O)c2c1=O |
| 1 | 13 | CC1CCN(C(c2ccc(N(C)C)cc2)c2nnnn2Cc2ccc(F)cc2)CC1 (stereo not given) |
| 8 | 0 | COC(=O)c1ccc(C(=O)OC)c(NC2=NS(=O)(=O)c3ccccc32)c1 |
| -10 | -3 | Cc1nn(-c2ccccc2)c2sc(C(=O)N(Cc3ccco3)C(C)C(=O)NC(C)(C)C)cc12 (stereo not given) |
| -3 | -12 | COc1cccc(NC(=O)c2cc(C(=O)Nc3cccc(OC)c3)n(C)n2)c1 |
| 0 | 10 | C=CCOc1ccc(/C(O)=C2/C(=O)C(=O)N(CCCN3CCOCC3)C2c2ccccc2)cc1 (stereo not given) |
| -1 | 4 | Cc1ccsc1C1NC(=O)c2c(sc3c2CCCC3)N1 (stereo not given) |
| 4 | 9 | O=C1CC(c2ccc(Cl)cc2)CC(O)=C1C=NCCN1CCNCC1 (stereo not given) |
| -9 | -6 | COc1ccc(NC(=O)C2CC(=O)OC2(C)C)cc1 (stereo not given) |
| 6 | 11 | CCOC(=O)C(NC(C)=O)(OCc1ccc(F)cc1)C(F)(F)F (stereo not given) |
| -7 | -4 | Cc1c(C#N)c(SCC(N)=O)nc2c1CCCC2 |
| 1 | 7 | COC(=O)c1ccccc1NC(=O)c1cccs1 |
| 1 | 6 | Cc1nn(CC(=O)NCc2cccnc2)c(=O)c2ccccc12 |
| 7 | -14 | CC1S/C(=C(\C#N)C(=O)NCc2ccco2)N(c2ccc(F)cc2)C1=O (stereo not given) |
| 4 | 17 | Cc1cc(C)nc(-n2nc(C)cc2NC(=O)c2cc(=O)c3ccccc3o2)n1 |
| 6 | 6 | CCOCCn1c(CN2CCN(c3ccc(F)cc3)CC2)nc2c1c(=O)n(C)c(=O)n2C |
| 0 | 6 | O=C(c1ccccc1)N(Cc1ccc(F)cc1)C1CCS(=O)(=O)C1 (stereo not given) |
| 7 | 11 | CCCc1cc(=O)n2[nH]c(-c3ccc(C)cc3)cc2n1 |
| 6 | 10 | CC1CCN(S(=O)(=O)c2ccc(Cl)cc2)CC1 |
| 3 | 7 | O=C1C(Cl)=C(N2CCN(Cc3ccccc3)CC2)C(=O)N1c1ccccc1 |
| 6 | 11 | Cc1cc(=O)oc(C)c1C(=O)NCCc1ccccc1 |
| 6 | 11 | COCC(=O)Nc1nc2n(n1)C(c1ccc(OC)cc1)CC(c1ccc(OC)cc1)N2 (stereo not given) |
| 4 | 11 | COc1ccc(CCn2c(N)c(C(=O)NCc3ccco3)c3nc4ccccc4nc32)cc1OC |
| -1 | 8 | CS(=O)(=O)Nc1ccc([N+](=O)[O-])cc1Oc1ccccc1 |
| 4 | 6 | Cc1ccc2cccc(OC(=O)c3ccc4c(c3)OCCO4)c2n1 |
| 2 | 6 | CC(=O)Nc1ccc(Nc2ncnc3c2cnn3-c2ccccc2)cc1 |
| 1 | 17 | O=C(CC1Nc2ccccc2NC1=O)NC1CCCCC1 (stereo not given) |
| 2 | 19 | O=C(NC1CS(=O)(=O)CC1NCc1ccccc1)c1ccccc1 (stereo not given) |

Overlap with the part before: 4 compounds, followed by the next part.
| TNAP inh pNP | TNAP inh Pi | SMILES |
| --- | --- | --- |
| 4 | 6 | Cc1ccc2cccc(OC(=O)c3ccc4c(c3)OCCO4)c2n1 |
| 2 | 6 | CC(=O)Nc1ccc(Nc2ncnc3c2cnn3-c2ccccc2)cc1 |
| 1 | 17 | O=C(CC1Nc2ccccc2NC1=O)NC1CCCCC1 (stereo not given) |
| 2 | 19 | O=C(NC1CS(=O)(=O)CC1NCc1ccccc1)c1ccccc1 (stereo not given) |
| 6 | 1 | Cc1ccc(-c2ccc(OCC(=O)N3CCOCC3)cc2)cc1 |
| 4 | 7 | Cc1nn(CCO)c2c1C(=O)CCC2 |
| 6 | 20 | CCOC(=O)c1c(C)[nH]c(C(=O)Cn2nnc(-c3ccc(Cl)cc3)n2)c1C |
| 6 | 13 | Cc1ccc(N2CC(C(N)=O)CC2=O)cc1C (stereo not given) |
| 0 | 14 | O=C(NCCCn1ccnc1)NC(C(F)(F)F)C(F)(F)F |
| 4 | 9 | CC(C)COC(=O)c1nnsc1NC(=O)Nc1ccccc1 |
| 5 | 13 | COc1cc2c(cc1OC)-c1cc(NC3CCCCC3)nc(=O)n1CC2 |
| 3 | 9 | N#CC1=C2SCCN2C(=O)C(C#N)C12CCCCC2 (stereo not given) |
| -6 | 9 | O=C(CSc1nnc(-c2cccnc2)n1Cc1ccco1)N1c2ccccc2Sc2ccccc21 |
| 1 | 9 | c1ccc(Cn2nnc3c(Nc4ccc5c(c4)OCO5)nc(C4CC4)nc32)cc1 |
| 6 | -6 | N=c1ccn(Cc2cccc(Cl)c2)cc1 |
| 4 | 8 | CC(C)Sc1nc(N2CCOCC2)c2c(c1C#N)CC(C)(C)SC2 |
| 7 | 12 | O=C(CS(=O)CC(=O)N(CC(=O)NC1CCCC1)C1CCCC1)Nc1ccc(F)cc1 (stereo not given) |
| 6 | -9 | COc1ccc(C(=O)CSc2nnc(Cn3cnc4ccccc43)o2)cc1 |
| 6 | 12 | CN(C)S(=O)(=O)c1ccc(C(=O)Nc2ccc(OCC(=O)N3CCOCC3)cc2)cc1 |
| 2 | -11 | Cc1csc(SCC(=O)Nc2c(C)n(C)n(-c3ccccc3)c2=O)n1 |
| 4 | 7 | O=c1c2c(nc3nc(SCc4ccccc4)[nH]n13)CCC2 |
| 4 | 16 | CC(C)(O)C#Cc1ccccc1C(=O)NC(CC(N)=O)C(=O)O (stereo not given) |
| 1 | 6 | O=C(O)CNC1=NCCC1 |
| 4 | 16 | CCOCCCNC(=O)CN1CCN(c2ccc(F)cc2)CC1 |
| 5 | 3 | COc1ccc(S(=O)(=O)Nc2ccc(NC(C)=O)cc2)cc1OC |
| -9 | -3 | COCCn1c(SCC#N)nnc1-c1ccccc1O |
| -2 | -7 | CCOC(=O)C(Oc1ccc(=O)[nH]n1)C(C)=O (stereo not given) |
| 2 | 6 | C/C=C/Cn1c(SCc2ccccc2)nc2c1c(=O)[nH]c(=O)n2C |

Look-ups from the list.
Entry of c1ccc(-n2cnnc2SCc2cn3ccsc3n2)cc1 under TNAP inh Pi: 2
Entry of COc1ccc(CCn2c(N)c(C(=O)NCc3ccco3)c3nc4ccccc4nc32)cc1OC under TNAP inh Pi: 11

The list continues:
| TNAP inh pNP | TNAP inh Pi | SMILES |
| --- | --- | --- |
| 2 | 9 | CCC(c1nnnn1CCOC)N1CCN(c2cccc(C(F)(F)F)c2)CC1 (stereo not given) |
| 5 | 3 | [O-][n+]1onc2c1C(N1CCOCC1)CCC2N1CCOCC1 (stereo not given) |
| 0 | -3 | COc1ccc(C(=O)NCC2OCCc3ccccc32)c(O)c1 (stereo not given) |
| 2 | 1 | O=C(O)CCC(=O)NC1CCCCCCC1 |
| 4 | -7 | COc1ccc(N=c2oc3c(OC)cccc3cc2C(=O)NCc2ccco2)cc1OC |
| 6 | 11 | c1ccc(-n2nnnc2SCc2cn3ccccc3n2)cc1 |
| 7 | 14 | CC1(Cc2cn(CCC#N)c3ccccc23)OCCO1 |
| 1 | 14 | C=CCn1c(=O)/c(=C/c2ccc(Cl)cc2)s/c1=C(/C#N)c1nnc2n1CCCCC2 |
| 4 | 8 | O=C(NCCCn1ccnc1)c1ccc2c(c1)OCCO2 |
| 4 | 8 | O=C(CSc1nnc(COc2ccccc2)n1Cc1ccco1)c1ccc(F)cc1 |
| 0 | 5 | O=C(NCCN1CCOCC1)c1ccncc1 |
| -1 | 4 | CC(C)(C)OC(=O)NCCC(=O)Oc1ccc2ccc(=O)oc2c1 |

Compound profiles, as listed above. Screens in order: TNAP inh pNP, TNAP inh Pi
Profile of O=C(CSc1nnc(COc2ccccc2)n1Cc1ccco1)c1ccc(F)cc1 : 4, 8
Profile of c1ccc(-n2nnnc2SCc2cn3ccccc3n2)cc1 : 6, 11
Profile of O=C(NCCCn1ccnc1)c1ccc2c(c1)OCCO2 : 4, 8
Profile of C=CCn1c(=O)/c(=C/c2ccc(Cl)cc2)s/c1=C(/C#N)c1nnc2n1CCCCC2 : 1, 14
Profile of O=C(O)CCC(=O)NC1CCCCCCC1 : 2, 1

(next part)
| TNAP inh pNP | TNAP inh Pi | SMILES |
| --- | --- | --- |
| 0 | 4 | Cc1nc(SCC(=O)Nc2cccc(Cl)c2)n[nH]1 |
| 5 | 10 | CCOC(=O)c1ccc(S(=O)(=O)n2c(CN3CCCCC3)nc3ccccc32)cc1 |
| 6 | 7 | CCN(CC)CCOC(=O)c1c(C)n(C)c2ccc(OC)cc12 |
| 3 | 6 | O=S(=O)(c1ccc(S(=O)(=O)N2CCN(Cc3ccccc3)CC2)cc1)N1CCOCC1 |
| 4 | 8 | Cn1c(=O)c2c(nc(Br)n2Cc2ccc3ccccc3c2)n(C)c1=O |
| -4 | 18 | COCCCn1c(=N)c(C(=O)NCc2ccc3c(c2)OCO3)cc2c(=O)n3ccccc3nc21 |
| 1 | 18 | Fc1ccc(NCc2cn3ccccc3n2)cc1 |
